# High-throughput results as filed in PubChem.
# Thrombin inh: inhibitors of human thrombin; P00734; alpha-thrombin, Boc-VPR-AMC fluorogenic substrate cleavage; inhibition, % at 5 µM; hit rate 0.26% among 220,000;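 active means inhibition at or above 40%; inactive means inhibition below 40%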;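 further: 0% = enzyme with no compound and 100% = wells without enzyme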
#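 Test system: human alpha-thrombin protein / Dosing: one concentration per compound, 5 µM, with 0.2% DMSO / Medium: pH 7.5 Tris-saline with Tween 20 / Benchmarks: no-compound enzyme wells and no-enzyme blanks / Read-out basis: percent inhibition of thrombin substrate cleavage / Timing: reaction at room temperature / Measured by: fluorescence, ex 355 nm, em 460 nm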
# Wee1 degr inh: blocks degradation of human Wee1 kinase | HeLa Luc-Wee1K328M stability, luciferase luminescence; 100% = proteasome inhibitor MG132 effect | P30291 | hit rate 1.2% among 220,000 | AID 1321 | reporter increase, % at 5 µM;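 active means activation above the mean of all tested compounds plus 3 SD, set per screening run, cut at about 8.8% in these data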;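 further: cells exposed to compound for 20 h before luminescence read; 0% = DMSO alone and 100% = MG132 at 30 µM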
# p97 ATPase inh: inhibitors of human p97 ATPase; P55072; recombinant p97 ATPase, Kinase-Glo ATP luminescence, 3 h; inhibition, % at 8 µM; hit rate 0.42% among 220,000; in the data active means inhibition above about 15%;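 further: 0% = DMSO vehicle and 100% = wells lacking enzyme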
# FXIa inh: blocks human coagulation factor XIa protease activity; inhibition, % at 5 µM; hit rate 0.14% among 220,000; purified FXIa, Boc-Glu-Ala-Arg-AMC fluorogenic substrate;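 active means inhibition of at least 40%; inactive means inhibition below 40%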;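 further: fluorescence of freed AMC excited at 355 nm; 0% = enzyme without compound and 100% = no enzyme blank; many of its hits are not listed in these tables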
# KLK5 inh: kallikrein 5 (human) inhibition; Q9Y337; recombinant hK5, fluorogenic AMC substrate cleavage; inhibition, % at 5 µM; hit rate 0.59% among 210,000; AID 873;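 active means inhibition of 40% or more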;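 further: 0% = enzyme controls without compound and 100% = no-enzyme blanks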
# Target sequence (Q9Y337 67-293 limits assumed): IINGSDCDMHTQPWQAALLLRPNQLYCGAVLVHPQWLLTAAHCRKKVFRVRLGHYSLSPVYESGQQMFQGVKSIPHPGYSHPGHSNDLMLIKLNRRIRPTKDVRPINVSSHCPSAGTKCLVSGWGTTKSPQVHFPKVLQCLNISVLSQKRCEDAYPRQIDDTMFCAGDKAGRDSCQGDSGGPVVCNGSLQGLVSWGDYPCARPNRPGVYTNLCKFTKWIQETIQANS
# Furin inhibitor: blocks human furin protease activity; hit rate 0.061% among 220,000; P09958; purified furin, fluorogenic substrate cleavage; inhibition, % at 30 µM; in the data active means inhibition above about 25%; further: inactives centre near -15
# Target sequence (P09958 108-714 limits assumed): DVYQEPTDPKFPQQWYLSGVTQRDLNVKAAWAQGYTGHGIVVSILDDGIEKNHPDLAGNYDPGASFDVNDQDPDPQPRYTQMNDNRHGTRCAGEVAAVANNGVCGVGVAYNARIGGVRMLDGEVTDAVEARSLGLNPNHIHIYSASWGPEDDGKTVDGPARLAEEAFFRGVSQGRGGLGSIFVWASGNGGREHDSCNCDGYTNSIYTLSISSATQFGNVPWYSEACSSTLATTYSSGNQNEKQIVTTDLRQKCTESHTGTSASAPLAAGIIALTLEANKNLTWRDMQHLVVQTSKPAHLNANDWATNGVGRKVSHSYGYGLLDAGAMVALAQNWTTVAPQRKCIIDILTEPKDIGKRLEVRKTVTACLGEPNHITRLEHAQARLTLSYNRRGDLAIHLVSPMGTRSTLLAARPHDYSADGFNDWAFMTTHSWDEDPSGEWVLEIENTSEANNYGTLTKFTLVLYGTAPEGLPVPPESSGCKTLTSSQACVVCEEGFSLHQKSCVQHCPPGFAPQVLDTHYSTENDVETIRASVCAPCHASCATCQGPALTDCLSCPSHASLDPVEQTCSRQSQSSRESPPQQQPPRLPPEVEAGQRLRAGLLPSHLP
# PERK inh: human PERK inhibition, primary cell-based screen; Q9NZJ5; CHO PERK-DD fusion, SEAP luminescence translation reporter; inhibition, % at 5.6 µM; hit rate 0.17% among 220,000; AID 1416;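 active means inhibition above the mean inhibition of all tested compounds plus 3 SD, set separately per screening campaign, cut at about 2.9% in these data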;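 further: PERK kinase domain activated by AP20187 dimerizer at 100 nM; 0% = DMSO with dimerizer and 100% = rapamycin at 8.4 µM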
# FXIIa inh 1536: inhibitors of human coagulation factor XIIa; P00748; purified FXIIa, Boc-QGR-AMC fluorogenic substrate, 2 h; inhibition, % at 5 µM; hit rate 0.3% among 220,000; AID 800; in the data active means inhibition above about 40%;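 further: 0% = enzyme with no compound and 100% = blank without enzyme; many of its hits are not listed in these tables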
# KCC2 mod: modulators of human KCC2 chloride dependent transport. Q9H2X9. KCC2 cells, thallium flux FluoZin-2 fluorescence. hit rate 2.2% among 190,000. B-score of Tl+ flux slope (higher = more flux/activation; lower = inhibition) at 10 µM;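 active means thallium flux slope and its plate-corrected score both differing from the plate sample mean at a set confidence after two filtering rounds, in either direction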;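 further: slope of fluorescence scaled to starting intensity during 10 to 20 s after thallium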
# * hit, by the source's call; . = no result given; [ ] = another dose, or the depositor's remark.
SMILES,Thrombin inh,Wee1 degr inh,p97 ATPase inh,FXIa inh,KLK5 inh,Furin inhibitor,PERK inh,FXIIa inh 1536,KCC2 mod
CCCC(=O)Nc1ccc(C(=O)N2CCCC2)cc1,-1,3,2,-2,0,-33[20 µM],0.5,11,.
COc1ccc(NC(=O)/C(Cl)=C(/Cl)S(=O)Cc2ccccc2)cn1 (centres undefined),1,17*,12,-2,-1,-14[20 µM],-0.4,15,.
Cc1ccc(C)c(NC(=O)COC(=O)CCC(=O)c2cccs2)c1,-1,-2,3,-2,0,-22,0.4,4,0.11
Cc1cc(C)cc(N2C(=O)CC(N(C(=O)c3ccco3)c3cc(C)cc(C)c3)C2=O)c1 (centres undefined),-4,-1,1,1,-13,-11[20 µM],-0.2,-2,-0.013
CCn1cc(C(=O)O)c(=O)c2cc(F)c(N3CCN(C(=S)Nc4ccccc4OC)CC3)cc21,-7,1,1,-4,-3,-10,-0.2,1,-1.3
Cc1ccc(NC(=O)C(=O)NCCN2CCN(C(=O)C(c3ccccc3)c3ccccc3)CC2)cc1,-7,-3,-1,-3,-10,-18,1.1,8,.
CCOc1ccccc1NC(=O)C(Sc1nnnn1C)c1ccccc1 (centres undefined),-8,-2,-5,-3,-1,-27,-0.1,6,-1.3
COc1ccc(CNCCC2(C(C)C)CCOC(C)(C)C2)cc1 (centres undefined),-1,0,5,2,8,-13,1.3,10,0.29
COc1cc(/C=C(\C#N)c2nc(-c3cc4ccccc4oc3=O)cs2)ccc1O,-3,3,6,8,4,-7,1.2,10,-0.59
O=S(=O)(c1ccc(Br)s1)N1CCN(c2ccnc3cc(Cl)ccc23)CC1,-7,2,5,1,-4,-1,-0.9,5,0.66
CNC(=S)N(CCc1cccc(C)c1)Cc1cc2cc(OC)c(OC)cc2[nH]c1=O,-2,-2,5,1,3,-40,-0.8,13,0.7
CCc1ccccc1N1C(=O)c2ccccc2S1(=O)=O,-13,4,3,-2,-18,-3,0.9,5,0.069
FC(F)(F)c1cccc(OCC2CNC(=S)O2)c1 (centres undefined),6,-4,0,2,3,-25,1.9,11,0.15
CNC(=O)c1nnc(Cc2ccc(F)cc2)o1,3,.,.,4,-6,-20,.,14,0.34
O=C(COc1ncnc2c(Cl)cc(Cl)cc12)Nc1cc([N+](=O)[O-])ccc1Cl,-3,7,1,-2,-18,-10,0.3,2,0.69
N#Cc1ccc(C(=O)CSc2nnc(-c3ccc(C(F)(F)F)cn3)s2)cc1,2,-2,5,-6,-4,-13,0.7,9,-0.15
Cc1nn(-c2ccccc2)c(Cl)c1/C=N/Nc1nnc(C)c(=O)[nH]1,-23,3,2,10,17,-39,0.6,11,-1
Cn1cc([N+](=O)[O-])c(C(=O)N/N=C/c2ccccc2)n1,3,-2,-4,15,-15,-13[20 µM],-0.1,13,0.15
O=C(Nc1nnc(-c2ccc3c(c2)CCCC3)o1)c1ccc(Cl)cc1Cl,-2,-3,-4,-4,-41,-10,-0.1,1,.
COc1ccccc1NS(=O)(=O)c1cc(NC(=O)c2sccc2C)ccc1N1CCCC1,-4,2,3,-2,.,-22,0.7,3,0.41
COc1ccc2ccccc2c1CN1CCN(C(=O)c2ccccc2)CC1,0,7,-8,0,-7,2,-0.3,15,-0.52
CCOC(=O)Cn1c(N2CCCCCC2)nc2c1c(=O)[nH]c(=O)n2C,-7,4,7,-8,-4,-20,-0.8,2,0.41
O=C(CN1CCN(Cc2ccc(F)cc2Cl)C1=O)NCCc1ccccc1,4,-1,2,36,-7,-15,0.1,12,.
CN(C)NC1CCS(=O)(=O)C1 (centres undefined),1,-2,4,1,-10,-11[20 µM],0.3,8,.
Cc1ccc(-c2ccc(=O)n(CCC(=O)NCc3ccccn3)n2)cc1,23,-3,1,1,-20,-12[20 µM],-1.1,3,0.48
CC1CN(S(=O)(=O)c2cccc(C(=O)NCCCn3ccnc3)c2)CC(C)O1 (centres undefined),-6,-1,-2,-7,20,-13[20 µM],0.0,1,0.84
CC(=O)N1CCc2cc(Br)cc(S(=O)(=O)NCc3ccccn3)c21,2,-1,-3,22,-1,-9,0.2,29,.
CCOC(=O)C1(Cc2cccc(Cl)c2)CCCN(C(=O)c2cccnc2)C1 (centres undefined),16,1,-2,-3,0,-30,0.2,8,-0.68
COc1ccc(NC(=O)C2CC(=O)N/C(=N/N=C/c3ccccc3)S2)cc1 (centres undefined),-12,0,5,3,-1,-23,0.2,1,-0.31
COC(=O)c1ccc(CSc2ncnc3sc(C)c(C)c23)o1,-10,1,5,-2,-19,-5,0.7,5,51*
COC(=O)c1ccccc1NC(=O)c1ccc(NS(C)(=O)=O)cc1,1,-3,4,1,-5,3[20 µM],0.9,4,0.9
O=C(NCc1ccccn1)c1ccc(-c2ccccc2)cc1,-6,5,3,-2,1,-18,0.2,3,.
CN1CCN(CCN2CCn3c2nc2ccccc23)CC1,2,0,3,6,3,-12,0.3,18,0.092
Clc1cccc(NCc2nnc3n2CCCCC3)c1,0,-2,5,3,-2,-29,1.3,-4,-0.83
CC(=O)NCCn1c(SCC(=O)NCc2ccco2)nc2ccccc2c1=O,1,-3,-5,16,-4,-1,-0.5,12,2.8
COc1ccc(/C=C/C(=O)NC(=S)NNC(=O)c2cc(OC)c(OC)c(OC)c2)cc1,-12,-3,-2,-4,-22,-9,-1.4,-4,4.5*
O=C(CSCC(=O)Nc1ccccc1)N/N=C/c1c(O)ccc2ccccc12,-10,2,2,-1,-48,-6,1.8,5,-0.061
CCOc1ccc2nc(COC(=O)c3ccco3)c(C(C)=O)[n+]([O-])c2c1,2,-1,7,-4,3,-20,0.8,15,.
O=C(NCCCN1CCN(c2ccccc2F)CC1)C1CCC(=O)N1C1CCCC1 (centres undefined),-2,2,0,0,-5,-11,0.7,8,0.49
C/C(=N/NC(=O)c1ccccc1)c1ccc(NC(=O)C(F)(F)F)cc1,-2,1,-4,-2,-13,-25,0.4,-6,0.34
Cc1ccc(C2(c3noc(CN4CCC(C(=O)N5CCOCC5)CC4)n3)CCCC2)cc1,-14,-3,-6,-8,-3,-16,0.2,5,0.66
O=[N+]([O-])c1ccc(Cl)c(/C=N/n2c(-c3ccncc3)n[nH]c2=S)c1,-7,-1,-6,-3,1,-5,0.0,2,-1.7
CS(=O)(=O)Oc1ccc2c(c1)O/C(=C\C=C\c1ccccc1)C2=O,-2,1,5,1,7,-23,0.2,14,-0.037
COC(=O)c1cc2ccccn2c2c(C(=O)OC)c(C(=O)OC)cc1-2,0,0,-1,-12,-27,-8[20 µM],-1.4,10,0.23
COC(=O)c1ccc(C)c(NC(=O)CCc2ccc(OC)c(OC)c2)c1,-13,-1,3,3,-12,-14,0.0,9,-0.082
O=C(COC(=O)c1oc2ccccc2c1COc1ccccc1)NCCN1C(=O)CSC1=O,-4,0,2,7,-3,-9,-0.1,14,0.16
Cc1nn(CC(=O)Nc2ccc(S(=O)(=O)N(C)C)cc2)c(C)c1[N+](=O)[O-],-5,0,3,-4,-2,-16,-0.2,7,0.71
CCc1ccc(NC(=O)C(=O)NCCN2CCN(C(=O)c3ccco3)CC2)cc1,-3,0,2,-3,-11,-20[20 µM],-0.7,0,0.95
O=C(/C=C\Nc1ccc(S(=O)(=O)Nc2ncccn2)cc1)c1cccc2ccccc12,-3,2,8,1,5,-25,1.4,11,0.61
CCN1CCN(c2ccc(NC(=O)COc3ccccc3Cl)cc2)CC1,-10,3,-1,3,-15,-13[20 µM],-0.6,15,-0.14
O=C(CC1Sc2ccccc2NC1=O)OCc1cc(=O)oc2cc(O)ccc12 (centres undefined),-6,-2,10,3,-27,-11,0.6,6,-1.6
Brc1ccccc1-n1nnc(-c2nccs2)n1,0,6,-1,-4,-1,-28,1.4,6,-1.1
CCCn1c(SCC(=O)NC2CCCC(C)C2C)n[nH]c1=O (centres undefined),-12,0,-7,4,-15,-5[20 µM],-0.2,15,0.45
COC(=O)c1cc(NC(=O)C2C3C=CC(C3)C2C(=O)O)cc(C(=O)OC)c1 (centres undefined),2,-1,5,1,-11,-3[20 µM],0.9,9,-0.66
O=C(Nc1ccsc1C(=O)NC1CCCCC1)c1ccc(F)cc1,1,0,-1,4,4,-17[20 µM],1.6,1,1.2
Cc1ccc(NS(=O)(=O)c2cccc(C(=O)N/N=C/c3c(C)nn(-c4ccccc4)c3N3CCCC3)c2)c(C)c1,-7,0,5,-5,-24,1,0.0,6,-0.0062
C=CCN(CC=C)C(=O)CCc1nnc(CCc2c[nH]c3ccccc23)o1,-2,-2,2,-7,-17,-13,-0.6,0,-0.66
